MITF act – increases MITF-driven TRPM1 promoter luciferase signal; activation, % at 12.5 µM; SK-MEL-5 TRPM1-promoter luciferase, 24 h; % of positive control, neutral wells = 0; hit rate 0.75% among 300,000;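 active means mean activation of at least 80% with every replicate also reaching 80%; inconclusive means mean reaches 80% but some replicate falls short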;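 further: 0% = neutral control wells and 100% = parthenolide positive control wells; values of inactives mirror those of a sister screen read the other way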
dFosB activator – mouse delta FosB homodimer activation. activation, % at 25 µM. purified delta FosB, TAMRA-CDK5 oligo fluorescence polarization; percent of positive-control signal above neutral wells. hit rate 0.99% among 340,000;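 active means mean activation above about 17%, with every replicate also reaching it, limit read from the data, passing the limit was not always enough; inconclusive means only one of the two conditions met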;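 further: fluorescence polarization rise as delta FosB binds a TAMRA Cdk5 AP-1 oligo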
NSD2 HMT inh – NSD2 (human) methyltransferase inhibition. O96028. hit rate 0.54% among 310,000. NSD2 peptide methylation, AlphaScreen, 120 min. inhibition, % at 12.5 µM. AID 743445; in the data active means inhibition above about 50%
PvdQ inh – P. aeruginosa PvdQ acylase inhibition | purified PvdQ acylase, fluorescence plate reader | inhibition, % at 10 µM | hit rate 0.063% among 340,000; in the data active means inhibition above about 30%, passing the limit was not always enough; inconclusive means no clear call, values can overlap the other calls;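 further: 0% = vehicle neutral wells and 100% = reference inhibitor wells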
Wnt act – activates Wnt/beta-catenin signaling in a reporter cell assay. activator, plate reader. activation, % at 9.35 µM. hit rate 1.2% among 300,000. AID 743398; in the data active means activation above about 30%, passing the limit was not always enough; inconclusive means no clear call, values can overlap the other calls;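 further: 0% = neutral control wells and 100% = positive control wells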
SR-BI DiI inh – inhibitors of mouse SR-BI mediated HDL lipid uptake. Q61009. ldlA[mSR-BI] CHO cells, DiI-HDL uptake fluorescence, 3 h. inhibition, % at 12.5 µM. hit rate 0.96% among 320,000. AID 488896;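 active means mean replicate inhibition of at least 70% and a set share of replicates each scoring 70 or more; inconclusive means meets just one of the two criteria; inactive means fails both criteria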;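 further: 0% = median of neutral control wells and 100% = median of positive control wells; values of inactives mirror those of a sister screen read the other way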
Target sequence (Q61009 whole entry, looked up): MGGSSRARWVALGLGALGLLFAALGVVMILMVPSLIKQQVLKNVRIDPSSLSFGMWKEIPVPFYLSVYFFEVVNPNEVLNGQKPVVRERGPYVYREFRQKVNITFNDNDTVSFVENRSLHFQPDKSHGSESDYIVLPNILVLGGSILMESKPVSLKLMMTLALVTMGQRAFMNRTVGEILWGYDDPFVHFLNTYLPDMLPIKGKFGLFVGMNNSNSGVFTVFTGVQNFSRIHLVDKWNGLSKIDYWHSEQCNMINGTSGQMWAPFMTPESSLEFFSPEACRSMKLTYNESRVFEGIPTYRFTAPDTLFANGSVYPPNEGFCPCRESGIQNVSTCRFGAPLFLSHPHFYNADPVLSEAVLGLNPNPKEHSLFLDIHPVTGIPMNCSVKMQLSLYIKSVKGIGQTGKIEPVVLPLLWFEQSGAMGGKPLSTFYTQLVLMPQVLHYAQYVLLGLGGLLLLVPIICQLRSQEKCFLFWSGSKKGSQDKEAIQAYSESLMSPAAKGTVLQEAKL
HTR5A ag – counter-screen for OPRM1-OPRD1 agonists: human HTR5A agonism. P47898. HTR5A agonist assay, luminescence, cell-based. activation, % at 9.3 µM. hit rate 0.61% among 340,000; in the data active means activation mostly above about 9.5%, no sharp cut-off; inactive means mostly below about 7.6%;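 further: 0% = cells with vehicle only and 100% = reference agonist; strong numbers were not always called active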
HTR5A inv ctr – counter-screen for OPRM1-OPRD1 inverse agonists: human HTR5A inverse agonism; P47898; HTR5A cell line, luminescence; inhibition, % at 9.3 µM; hit rate 0.083% among 340,000; in the data active means inhibition mostly above about 23%, no sharp cut-off; inactive means mostly below about 18%;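 further: 0% = cells with DMSO and 100% = no-cell wells with DMSO; some compounds called inactive have numbers as strong as hits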
CDK5 p35 inh – blocks human CDK5/p35 kinase activity; AID 488839; inhibition, % at 10 µM; Recombinant CDK5/p35, ADP-Glo luminescence, 60 min; hit rate 0.01% among 330,000;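 active means highest replicate inhibition of at least 50% and at least 75% of replicates reaching 50%; inconclusive means only one of the two criteria met; inactive means both criteria failed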;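 further: plate controls were DMSO neutral control for no effect and GW8510 at 10 µM for full effect; many of its hits are not listed in these tables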
Target sequence (Q00535 whole entry, looked up): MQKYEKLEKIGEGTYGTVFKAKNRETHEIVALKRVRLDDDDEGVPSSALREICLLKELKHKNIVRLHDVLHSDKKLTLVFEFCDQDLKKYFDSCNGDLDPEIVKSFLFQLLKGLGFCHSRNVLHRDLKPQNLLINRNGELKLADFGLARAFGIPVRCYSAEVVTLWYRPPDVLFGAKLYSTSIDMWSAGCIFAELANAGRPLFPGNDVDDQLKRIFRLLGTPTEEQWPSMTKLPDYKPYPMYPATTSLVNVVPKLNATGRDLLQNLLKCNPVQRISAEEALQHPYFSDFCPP
Target sequence (Q15078 whole entry, looked up): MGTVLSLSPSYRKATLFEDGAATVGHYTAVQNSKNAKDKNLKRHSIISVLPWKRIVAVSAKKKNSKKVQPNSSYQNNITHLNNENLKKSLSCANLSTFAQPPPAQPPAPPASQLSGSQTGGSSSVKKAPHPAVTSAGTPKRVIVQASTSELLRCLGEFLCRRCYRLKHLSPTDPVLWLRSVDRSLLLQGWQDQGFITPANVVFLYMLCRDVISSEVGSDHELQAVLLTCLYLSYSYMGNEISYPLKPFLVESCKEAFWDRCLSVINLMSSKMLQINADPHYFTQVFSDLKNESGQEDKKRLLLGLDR
V-ATPase pHluor – regulators of yeast V-ATPase proton transport; response, % at 10 µM; AID 504577; S. cerevisiae, pHLuorin cytosolic pH fluorescence; hit rate 0.37% among 350,000; in the data active means response mostly above about 7.3%, no sharp cut-off; inactive means mostly below about 5.4%; further: actives read high; inactives centre near 0; some compounds called inactive have numbers as strong as hits; reference of the scale not given here
* = called active by the depositor; u = inconclusive; x = not tested or not shown.

SMILES | MITF act | dFosB activator | NSD2 HMT inh | PvdQ inh | Wnt act | SR-BI DiI inh | HTR5A ag | HTR5A inv ctr | CDK5 p35 inh | V-ATPase pHluor
COc1ccc(N=C2SC(CC(=O)Nc3ccc(OC)cc3OC)C(=O)N2C)cc1 (stereo not drawn) | 0 | -5 | 0 | -8 | x | 20 | 4 | -10 | -0.8 | -2
c1ccc2c(c1)oc1c(N3CCOCC3)ncnc12 | 6 | -11 | -1 | -17 | x | -1 | 7 | -16 | -0.4 | -1
O=C(/C=C/c1ccc(Cl)c([N+](=O)[O-])c1)Nc1cccnc1 | 20 | -6 | 0 | -11 | 0 | -30 | 4 | -5 | 2.3 | -4
COc1ccc(-c2nc(CC(=O)O)cs2)cc1 | x | 1 | -3 | -14 | -1 | -3 | -1 | 6 | 0.4 | -2
O=C(Nc1cc(Cl)ccc1Oc1ccccc1)c1cnccn1 | 1 | -7 | -4 | -22 | 1 | 0 | 7 | -19 | 1.5 | 3
CC(C)NC(=O)N1CC(c2ccccc2)C(c2ccc(Cl)cc2)=N1 (stereo not drawn) | -7 | -3 | 0 | 0 | -1 | 9 | 3 | -12 | 1.9 | 2
O=C(CCNC(=O)N1CCn2c1nc1ccccc12)NCc1ccccc1 | -17 | 1 | -6 | -6 | -2 | -13 | x | x | 1.4 | 5
CCCCOc1ccc(Cc2c(O)nc(SC)[nH]c2=O)cc1 | 0 | -5 | 1 | -11 | 0 | 1 | -2 | -21 | 1.7 | -3
CCS(=O)(=O)N1CCC(C(=O)NCCc2ccc(OC)c(OC)c2)CC1 | 1 | -4 | -1 | -19 | -1 | 9 | 5 | -17 | 2.0 | 0
Cn1c(SCC(=O)c2ccc(O)c(O)c2)nnc1-c1cccs1 | 14 | -1 | 16 | -6 | 7 | x | -5 | -14 | 0.9 | 0
C(=N\c1nc2ccccc2n1CCN1CCCCC1)/c1ccc2c(c1)OCO2 | 1 | 4 | 2 | 7 | -2 | -31 | x | x | 0.2 | 1
COC(=O)c1cccc(C(=O)N2CCCC(C(=O)c3cc(F)ccc3F)C2)c1 (stereo not drawn) | 1 | -7 | x | -3 | 0 | x | 7 | -9 | 0.8 | 1
O/N=C\c1cnc(N2CCN(c3ccccc3)CC2)s1 | u | 6 | -2 | -12 | -1 | -3 | -1 | 3 | 1.9 | 6
CN(C)CCCn1cnc2c(c1=N)C(c1ccccc1)c1ccc3ccccc3c1O2 (stereo not drawn) | -97 | -9 | 5 | -17 | 1 | -15 | 4 | -13 | -1.2 | 1
CCOC(=O)C1=C(C)NC(=O)NC1c1ccc(OC(=O)c2ccco2)c(OC)c1 (stereo not drawn) | 2 | -3 | -9 | -9 | 0 | -12 | 4 | -10 | -3.4 | 3
CC(=O)NS(=O)(=O)c1ccc(NC(=O)CCC(=O)Oc2ccc(C)cc2)cc1 | 8 | -9 | 0 | -9 | 8 | 3 | -2 | 9 | 0.4 | 0
Cc1ccc(NC(=O)c2c([N+](=O)[O-])c(C(C)(C)C)nn2C)c(C)c1 | 6 | -12 | 1 | -20 | -1 | -7 | 7 | -18 | -0.1 | 0
CCOc1ccc(NC(=O)C2CCCN(c3c(CC)c(C)nc4ncnn34)C2)cc1 (stereo not drawn) | -30 | -7 | 4 | 3 | -2 | x | 5 | -13 | -0.7 | -1
CCCC(C)c1nnc(NC(=O)c2cc(C(=O)OC)cc([N+](=O)[O-])c2)s1 (stereo not drawn) | 11 | -9 | 4 | 18 | -1 | 10 | 6 | -2 | 2.9 | 3
C/C(=N\NC1=NCCN1)c1ccccc1 | x | -9 | 1 | -16 | -1 | -10 | x | x | 0.3 | -2

3 of the compounds above, as comma-separated lines.
structure,MITF act,dFosB activator,NSD2 HMT inh,PvdQ inh,Wnt act,SR-BI DiI inh,HTR5A ag,HTR5A inv ctr,CDK5 p35 inh,V-ATPase pHluor
Cn1c(SCC(=O)c2ccc(O)c(O)c2)nnc1-c1cccs1,14,-1,16,-6,7,x,-5,-14,0.9,0
C(=N\c1nc2ccccc2n1CCN1CCCCC1)/c1ccc2c(c1)OCO2,1,4,2,7,-2,-31,x,x,0.2,1
COC(=O)c1cccc(C(=O)N2CCCC(C(=O)c3cc(F)ccc3F)C2)c1 (stereo not drawn),1,-7,x,-3,0,x,7,-9,0.8,1

The list goes on:
SMILES | MITF act | dFosB activator | NSD2 HMT inh | PvdQ inh | Wnt act | SR-BI DiI inh | HTR5A ag | HTR5A inv ctr | CDK5 p35 inh | V-ATPase pHluor
CC(C)N(NC(=O)c1cccc2ccccc12)C(C)C | 6 | -3 | -4 | 4 | -1 | -2 | 8 | 0 | 1.5 | -1
Cc1ccc(-n2c3c(c(=O)[nH]c2=O)C(NS(=O)(=O)c2ccc(C)cc2)(C(F)(F)F)C(=O)N3)cc1 (stereo not drawn) | 0 | -3 | x | -8 | x | -12 | -3 | 33 | -0.6 | -1
CC[C@H](C)[C@H](NC(=O)CNC(=O)COc1cc2c(c3oc(=O)cc(C)c13)CCC(C)(C)O2)C(=O)O | -1 | -8 | 1 | -12 | -1 | -20 | -1 | 3 | 1.1 | 3
N#Cc1cc(Sc2ccccn2)c([N+](=O)[O-])cc1C#N | -1 | -9 | x | 6 | -1 | 1 | 0 | 0 | 1.2 | 1
CC(=O)c1ccc([N+](=O)[O-])cc1 | 7 | 5 | x | 0 | -1 | -2 | 1 | -5 | -0.6 | -4
CCc1ccc(NS(=O)(=O)c2ccc3[nH]cc(C(=O)N4CCCCC4)c(=O)c3c2)cc1 | 11 | -10 | -3 | -1 | -4 | -22 | 2 | 11 | 0.0 | 2
COc1cc(C2CC(C(F)(F)F)n3ncc(C(=O)O)c3N2)cc(OC)c1OC (stereo not drawn) | x | -7 | -8 | -19 | -9 | -4 | 3 | -8 | -1.7 | 0
CC(C)(C)CN1CCC(Oc2cccc(C(=O)NCCCOc3cccnc3)c2)CC1 | 5 | -6 | -1 | 8 | -1 | 2 | 4 | -15 | x | -5
COc1cc(NC(=O)CN2CCN(CC(=O)Nc3ccccc3OC)CC2)cc(OC)c1 | -1 | -6 | 0 | 6 | 6 | 28 | 1 | -2 | -0.7 | -3
Cc1ccc(NC(=O)C(C)OC(=O)c2n[nH]c3ccccc23)cc1 (stereo not drawn) | 40 | 2 | -2 | -14 | 5 | 5 | -2 | -11 | -0.8 | 5
CCCCNC(=O)CN(c1cccc(F)c1)S(C)(=O)=O | 1 | -5 | -1 | -11 | x | -15 | 2 | 5 | -2.6 | 3
CCOC(=O)/C(C#N)=N/Nc1ccccc1C#N | -8 | 1 | -5 | 4 | 5 | 5 | 1 | -2 | -0.7 | 4
O=C(NC(=S)Nc1ccccn1)c1cncc(Br)c1 | 44 | -7 | 1 | -5 | -5 | 12 | -3 | 12 | 0.7 | 1
CCOc1cccc(C(c2c(C)n(C)n(-c3ccccc3)c2=O)c2c(C)n(C)n(-c3ccccc3)c2=O)c1OC | x | -3 | -1 | -22 | 3 | -6 | -1 | 5 | 1.0 | -3
Cc1ccc(-c2nn(-c3ccccc3)cc2C2CC(c3cccs3)=NN2C(=O)CCC(=O)O)cc1 (stereo not drawn) | -7 | -8 | 1 | -12 | 9 | -15 | 2 | -16 | 1.5 | -3
Cc1nn(-c2ccccc2)c(N2CCCC2)c1/C=N/NC(=O)c1ccccc1O | -4 | -14 | 2 | -9 | 1 | 55 | -1 | 7 | -0.8 | -2
O=C(Cn1c(C(F)(F)F)nc2ccccc21)N/N=C/c1ccco1 | 10 | -1 | 3 | -17 | -1 | -8 | x | x | 1.2 | -2
O=C(COC(=O)c1ccc2ncsc2c1)NCc1cccc(Cl)c1 | 10 | -13 | 0 | 1 | -3 | 1 | -7 | 16 | 0.4 | -2
S=C(Nc1ccccc1Cl)N1CCC(c2ccccc2)C1 (stereo not drawn) | 39 | -2 | 0 | -6 | 16 | x | -3 | 17 | 1.9 | 6
O=S(=O)(c1cccc(-c2cn3ccccc3n2)c1)N1CCCCC1 | -9 | -12 | -2 | -3 | 1 | -38 | 1 | -3 | 0.3 | -2
CCN(Cc1ccc(OC)c(F)c1)C(=O)/C=C/c1ccc(S(=O)(=O)N2CCOCC2)cc1 | -4 | -3 | 1 | 8 | -7 | 17 | 0 | -1 | 1.4 | 0
CC(C)(C)OC(=O)C[C@@H]1C/C=C\C[C@@H](CC(=O)N[C@H](CO)Cc2ccccc2)C(=O)NCCOC1=O | -10 | 11 | x | -13 | 1 | 9 | 4 | -14 | 1.9 | -3
O=C(NCc1ccc(Cl)cc1)C1CCCN(C(=O)c2ccc(Cl)cc2)C1 (stereo not drawn) | 0 | -3 | 1 | -21 | 1 | 17 | 0 | 1 | 0.6 | 4
COc1cc(OC)c(OC)cc1/C=C/c1ccnc2ccccc12 | 5 | -7 | 8 | -4 | -2 | 3 | -2 | 9 | 0.8 | -3
Cc1ccc(S(=O)(=O)CCC(=O)Nc2ccc(F)cc2)cc1 | -7 | 0 | 9 | -14 | -2 | -17 | 1 | -4 | 1.2 | 0
OCC1(CC2CCCCO2)CCN(Cc2nc3ccccc3[nH]2)CC1 (stereo not drawn) | -15 | -3 | -2 | 7 | 0 | 0 | 0 | 1 | 1.2 | -1
COC(=O)C(Cc1ccccc1)NCC(=O)Nc1cccc(Cl)c1C (stereo not drawn) | 6 | -1 | -2 | -7 | 3 | -19 | -3 | 11 | -1.8 | 1
O=C(/C=C/c1ccc(Cl)cc1Cl)NCCN1CCOCC1 | -1 | 3 | 0 | -14 | x | 3 | 2 | -28 | 1.4 | 1
CC(=O)c1ccc2c3c(cccc13)C(=O)N(CCc1ccccc1)C2=O | 28 | -11 | 6 | 2 | -2 | 33 | -1 | 2 | -3.2 | 2
C=CCSc1nc2sc3c(c2c(=O)n1-c1ccc(C)cc1)CCN(C)C3 | 0 | -13 | 1 | -12 | 1 | -11 | -1 | 3 | 0.2 | -1
COc1ccccc1NC(=O)Cn1cnc2sc(C(=O)Nc3ccc(OC)c(OC)c3)c(C)c2c1=O | 12 | 3 | -4 | 3 | -1 | 83* | -3 | 12 | 0.3 | 2
C/C(CC(=O)c1ccccc1)=N\NC(=O)CC#N | 1 | 3 | 3 | -8 | 0 | -3 | -1 | -63 | -1.1 | 1
O=c1c(/C=N/N2CCOCC2)c(C(F)(F)F)[nH]n1-c1ccccc1 | 10 | 7 | 1 | 1 | 2 | -13 | 3 | -13 | 2.1 | 3
Cc1nnc(N/N=C/c2ccccc2O)n1N | 10 | 2 | 101* | -5 | 15 | -1 | 4 | -1 | -0.6 | 4
CCOC(=O)c1c(C)[nH]c(C)c1C(=O)CSc1nnc(-c2ccc(OC(F)F)cc2)o1 | 5 | u | 1 | -18 | x | 56 | -5 | 14 | 1.5 | -3
CCOc1ccccc1-c1nc(-c2ccncc2)no1 | 25 | -21 | -2 | -12 | x | 48 | 1 | -20 | 0.3 | 3
COC(=O)/C=C/C(=O)N1CCN(c2ccccc2C)CC1 | 8 | 2 | 7 | -7 | -1 | -37 | 2 | 6 | -0.2 | 2
CCN1CCN(c2nc3ccccc3n3cnnc23)CC1 | 8 | -2 | 22 | -10 | -1 | x | 0 | 17 | 1.0 | -3
O=C(NCc1ccc(Cl)cc1)C1CCN(S(=O)(=O)c2ccc(F)cc2)CC1 | -5 | 5 | -4 | 3 | -1 | -2 | 3 | -7 | 0.3 | 8
COc1c(S(=O)(=O)NCCCN2CCOCC2)ccc(Cl)c1Cl | 1 | 7 | -2 | -2 | -3 | -11 | -3 | 9 | -1.6 | 1
